Screens from PubChem.
NIH3T3 tox – NIH 3T3 cell cytotoxicity; hit rate 4.3% among 94,000; AID 1345082; Potency, µM (top dose mostly 96.7 µM), inactives show at the highest dose activity change, negative = cytotoxicity, actives largely listed as inhibitors; NIH 3T3 viability, CellTiter-Glo ATP luminescence, 48-72 h; also: potency is read from the fitted curve at half-maximal effect; nearly all actives have a fitted effect of over 55% in size
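ATP-dependent luminescence (CellTiter-Glo) served as the viability signal for NIH 3T3 cells treated with compound for 48 or 72 hr at 37 °C.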
HEK293 tox – HEK 293 cell cytotoxicity. hit rate 6.6% among 94,000. AID 1345083. HEK 293 viability, ATP luminescence (CellTiter-Glo), 48-72 h. Potency, µM (highest dose often 115 µM), inactives show at the highest dose activity change, negative = cytotoxicity, most hits filed as inhibitors; also: potency is read from the fitted curve at half-maximal effect; nearly all actives have a fitted effect of over 60% in size
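qHTS cytotoxicity; HEK 293, 250 cells/well; compound pinned; 48 or 72 hr, 37 degree Celsius, 5% CO2, 95% humidity; CellTiter-Glo, 10 min RT; luminescence (ATP).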
FLuc inh – inhibitors of firefly (Photinus pyralis) luciferase; hit rate 2.5% among 76,000; P08659; purified P. pyralis luciferase, luminescence, biochemical; Potency, µM (titrated, usually from 115 µM), for inactives: at the top dose activity change, negative = inhibition, usual class: inhibitors; AID 1347043; also: potency is read from the fitted curve at half-maximal effect; nearly all actives have a fitted effect of over 65% in size
Target sequence (P08659 whole entry, looked up): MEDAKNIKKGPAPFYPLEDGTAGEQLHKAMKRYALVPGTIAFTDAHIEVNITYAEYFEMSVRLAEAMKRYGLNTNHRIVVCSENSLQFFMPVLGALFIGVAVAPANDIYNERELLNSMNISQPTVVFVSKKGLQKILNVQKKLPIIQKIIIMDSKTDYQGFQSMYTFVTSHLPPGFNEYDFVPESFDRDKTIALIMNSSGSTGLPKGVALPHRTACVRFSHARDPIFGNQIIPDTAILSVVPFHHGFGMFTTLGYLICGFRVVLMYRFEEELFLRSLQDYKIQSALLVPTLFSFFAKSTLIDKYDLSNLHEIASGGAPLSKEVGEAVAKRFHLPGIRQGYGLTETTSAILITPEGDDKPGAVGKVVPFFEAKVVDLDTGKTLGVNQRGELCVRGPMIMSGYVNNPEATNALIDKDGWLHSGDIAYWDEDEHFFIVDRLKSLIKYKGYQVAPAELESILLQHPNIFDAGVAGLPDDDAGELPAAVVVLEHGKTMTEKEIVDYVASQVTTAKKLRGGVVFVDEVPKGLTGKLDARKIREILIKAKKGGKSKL
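FLuc 10nM, D-luciferin 10uM, ATP 10uM, Mg acetate 10mM, Tris acetate pH 7.5, Tween/BSA; cpd qHTS; enzyme added last; CCD luminescence.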
SNCA viab count – counter-screen for SNCA expression inhibitors: cell viability; AID 1671193; Potency, µM (titrated, usually from 57.1 µM), without a hit: top-dose activity change, negative = cytotoxicity, most hits filed as cytotoxic; hit rate 0.12% among 150,000; HEK-293-SNCA-luc viability, GF-AFC fluorescence, 24 h;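 also: potency is read from the fitted curve at half-maximal effect; 0% = DMSO-treated cells and -100% = medium-only wells without cells; nearly all actives have a fitted effect of over 30% in size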
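HEK-293-SNCA-luc cells (1500/well) plated 24 h, then exposed 24 h to a dilution series; GF-AFC added 30 min at 37C, fluorescence 405/540 nm; normalised to medium-only and DMSO wells, Hill fit.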
IP6K1 inhibitor – IP6K1 kinase inhibition; Q92551; IP6K1 kinase, ADP-Glo luminescence, 2 h; stronger effect = lower value; activity change, % (series mostly up to about 58 µM); hit rate 0.81% among 140,000; AID 1645851; in the data active = activity change below about -25%
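ADP-Glo luminescence measures ADP made by human IP6K1 during a 2 h RT reaction with ATP/IP6 (mix at 1.3 mM/130 uM); top library doses 57.5 and 19.1 uM final.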
SNCA expr inhib – inhibitors of alpha-synuclein (SNCA) gene expression; HEK-293 SNCA-luciferase knock-in, luminescence, 24 h; Potency, µM (doses to about 57.2 µM), for inactives: at the highest dose activity change, negative = inhibition, actives largely listed as inhibitors; hit rate 0.17% among 140,000; AID 1671194;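 also: potency is read from the fitted curve at half-maximal effect; plate controls were DMSO cells for no effect and cell-free wells for full effect; nearly all actives have a fitted effect of over 45% in size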
GPT2 inh – GPT2 alanine aminotransferase inhibition | Potency, µM (top dose mostly 57.7 µM), for the others: at the top dose activity change, negative = inhibition, usual class: inhibitors | Recombinant GPT2, coupled pyruvate oxidase/HRP Amplex Red fluorescence | hit rate 0.25% among 100,000 | AID 1671188; also: potency is read from the fitted curve at half-maximal effect; nearly all actives have a fitted effect of over 60% in size; many of its hits are not listed in these tables
Target sequence (Q8TD30 whole entry, looked up): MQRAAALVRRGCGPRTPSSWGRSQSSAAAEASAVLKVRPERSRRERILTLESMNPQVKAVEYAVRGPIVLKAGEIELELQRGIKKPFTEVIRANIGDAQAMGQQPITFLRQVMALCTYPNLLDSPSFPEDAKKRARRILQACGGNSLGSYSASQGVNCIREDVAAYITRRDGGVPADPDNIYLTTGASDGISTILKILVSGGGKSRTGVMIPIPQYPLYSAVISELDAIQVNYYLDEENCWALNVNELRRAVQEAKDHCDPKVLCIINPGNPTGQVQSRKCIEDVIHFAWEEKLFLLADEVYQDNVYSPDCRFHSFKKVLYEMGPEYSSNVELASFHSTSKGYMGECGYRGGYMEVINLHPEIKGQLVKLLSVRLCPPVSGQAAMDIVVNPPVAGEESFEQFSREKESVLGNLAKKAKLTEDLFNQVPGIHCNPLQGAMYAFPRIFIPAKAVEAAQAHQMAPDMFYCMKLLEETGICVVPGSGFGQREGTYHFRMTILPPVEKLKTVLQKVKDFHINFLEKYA
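Inhibition is scored from Amplex Red fluorescence generated when pyruvate oxidase and HRP act on pyruvate released by GPT2. Reactions contain 10ng/uL enzyme, 250uM a-KG and 2mM L-alanine and run 30 min at room temperature.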
* hit, by the source's call; i = inactive; ? = inconclusive; . = not tested or not shown; & = joins results of further samples; [ ] = dose if it differs, or a comment. Unless noted, calls follow the shape of the dose curve; as a rule, active = well fitted curve in the direction sought with a large enough effect; inconclusive = small, poorly fitted or top-dose-only effect, or another doubt; inactive = no such curve, though single readings can be large; an effect the other way counts as inactive or inconclusive. Unless noted, % is scaled to controls: 0 for no effect and ±100 for the full control effect. Only part of the results is shown; rates above refer to the full screens.

The line under a structure holds: HEK293 tox	SNCA viab count	NIH3T3 tox	IP6K1 inhibitor	FLuc inh	SNCA expr inhib	GPT2 inh
> O=C(Nc1ccccc1)N1CCCC(C(=O)N2CCC(c3nc4ccncc4[nH]3)CC2)C1 (centres undefined)
    -14.2%	4.2%	-24.3%	0.3	.	2.1%	-10.1%
> CC1(CNc2ccccc2)COc2ccc(C(=O)NCCN3CCOCC3)cc2N1 (centres undefined)
    ?	13.4%[87.6 µM]	-4.7%[138 µM]	-2.2	-6.6%[172 µM]	-18.1%[87.6 µM]	2.3%[88.5 µM]
> O=C1CCN(C(=O)C2CCCC2)CCCC(c2nc(-c3cccnc3)no2)CCN1 (centres undefined)
    -23.0%	3.4%	-14.3%	19.4	-5.6%	12.1%	?
> CCc1ccc2oc(-c3cc(NC(=O)c4cc([N+](=O)[O-])ccc4N4CCOCC4)ccc3Cl)nc2c1
    .	4.9%	.	4.7	.	52.4%[activator]	.
> Cc1ccccc1NC(=O)Cc1c[nH]c2ncc(-c3cnn(C)c3)cc12
    ?	4.4%[87.6 µM]	22.4µM*	2.5	6.9%[172 µM]	57.7%[activator][87.6 µM]	-8.7%[88.5 µM]
> COc1cccc(NC(=O)Cn2c(=O)n(-c3ccc(F)cc3)c(=O)c3c2cc(C)n3C)c1
    ?	-18.0%	-15.1%	8.8	-5.0%	10.4%	i
> O=C(c1cccc(OC(F)(F)F)c1)N1CCC(N2CC3CC(C2)[C@H]2CCCC(=O)N2C3)CC1 (some centres undefined)
    -23.1%	7.9%	-2.3%	35.8	8.1%	21.0%	i
> CCOc1ccc(C(=O)OCc2cc(=O)n3nc(C4CC4)sc3n2)cc1
    .	-6.4%	.	-5.9	.	-7.6%	.
> Cn1c(=O)c(=O)n(C)c2cc(N3CCOCC3)c(NS(=O)(=O)c3ccc(F)c(Cl)c3)cc21
    .	?	.	-1.8	.	-11.8%	.
> COC1C(=O)N(C2CCN(C(=O)c3ccnn3C)CC2)C12CCOCC2 (centres undefined)
    2.7%	15.4%	2.7%	-1.6	-4.3%	12.6%	i
> O=C(c1nc2ncccn2n1)N1CCCn2cc(-c3ccccc3)nc21
    ?	-3.0%	-5.7%	-4.8	11.3%	62.9%[activator]	i
> CCN(CC)c1ccc(C(=O)N2CCC(c3c[nH]c4ccccc34)(c3c[nH]c4ccccc34)CC2)cc1
    .	6.6%	.	-2.4	.	-2.8%	.
> O=C(CN1CCCCCC1)N1CC(Oc2ccc(-c3noc(-c4ccccc4)n3)cc2)C1
    ?	-0.6%	?	-8.5	?	36.4%[activator]	1.6%
> CC(=O)N1CCC(C2CCN(C(=O)C3CNC3)C2)CC1 (centres undefined)
    i	7.2%[12.5 µM]	2.8%	4.0	-7.5%	-6.3%	i
> Cc1ccc(C)c(CSc2nc3ccncc3n2CC(=O)Nc2ccc(N(C)C)cc2)c1
    .	6.0%	.	-3.6	.	1.6%	.
> CCN1CC2(CCC1=O)CCN(C(=O)[C@@](C)(N)Cc1ccccc1)CC2
    4.6%	4.5%	0.7%	-8.3	0.5%	6.5%	?
> CCCNC(=O)N[C@@H]1C=C(C(=O)N[C@H](CC(C)C)C(N)=O)C[C@@H](O)[C@@H]1O
    -18.0%[172 µM]	-3.7%[87.6 µM]	-8.8%[174 µM]	7.6	-0.2%[172 µM]	-8.1%[87.6 µM]	i
> COCCNC(=O)c1cnn(-c2cccc(C)c2)c1-n1cccc1
    .	-2.6%	.	-4.1	.	41.8%[activator]	.
> Cc1ccc(S(=O)(=O)c2cnc(SCC(=O)Nc3ccc4c(c3)OCCO4)[nH]c2=O)cc1
    .	-3.6%	.	-30.4*	.	20.0%	.
> Cc1ccc(-n2ncc3c(NCCc4ccccc4)ncnc32)cc1
    .	-17.1%	.	3.1	.	137.5%[activator]	.
> COc1ccc(-c2noc(-c3nc(-c4cc(OC)c(OC)c(OC)c4)no3)n2)cc1
    -3.4%	24.4%	-14.4%	-14.8	-11.9%	-3.7%	i
> COc1ccc(NC(=O)c2ccc3oc(=O)c(S(=O)(=O)c4ccc(F)cc4)cc3c2)c(OC)c1
    .	16.1%	.	-3.9	.	?	.
> Cc1oc2c(cc(NS(=O)(=O)c3ccc(C(C)C)cc3)c3ccccc32)c1C(=O)OCc1ccccc1
    .	5.2%	.	-5.8	.	21.4%	.
> CC(=O)CC(=O)Nc1ccc(Cl)c(C(F)(F)F)c1
    .	-20.6%	.	3.1	.	.	i
> COCCN1Cc2nc(NCc3ccccc3)ccc2OCC1=O
    ?	4.0%[87.6 µM]	-25.6%[138 µM]	9.5	-2.4%[172 µM]	-1.4%[87.6 µM]	-12.2%[88.5 µM]
> CCC1CN(Cc2cn(-c3ccccc3)nc2-c2ccc(OC)cc2F)CCO1 (centres undefined)
    ?	-0.6%	-4.5%	0.0	-12.7%	-6.7%	3.5%
> COc1ccc(CC(=O)N2CCC(N3C(=O)c4c(c(C)nn4-c4ccccc4)C3C)C2)cc1 (centres undefined)
    ?	.	?	6.6	.	.	.
> O=C(O)c1ccccc1S
    .	-23.6%[23.9 µM]	.	6.7	.	-27.5%[25.6 µM]	-5.5%
> O=C(Cn1cccc1-c1nc(-c2ccc(F)cc2)no1)NCCc1ccccc1
    ?	-6.3%	i	9.6	0.0%	-20.3%	i
> O=C(NCCc1ccccc1)c1noc(-c2ccc(F)cc2)n1
    -9.5%	-4.0%	-11.8%	-4.7	?	26.4%	i
> CC(C[N+](C)(C)C)OC(N)=O (centres undefined)
    .	?	.	23.4	.	9.1%	1.8%&2.4%
> O=C(Nc1ccc(Cl)cc1Cl)c1ccn2cncc2c1
    ?	-3.8%[87.6 µM]	-6.6%[138 µM]	0.4	-23.4%[172 µM]	64.0%[activator][87.6 µM]	i
> CC1(C(=O)NC2CCOCC2)CN(Cc2ccccc2)Cc2ccc(Nc3ccccc3)nc21 (centres undefined)
    ?	?	31.6µM*	3.4	-12.7%	-28.6%	-17.0%
> CN(Cc1cccnc1)C1CN(C(=O)c2cnn(C)c2)C1
    0.3%	-0.5%	4.5%	-1.0	28.2µM*	168.7%[activator]	-10.2%
> COc1cccc(-c2ccc3c(n2)CNC(=O)CO3)c1
    ?	2.7%[87.6 µM]	?	10.9	?	132.3%[activator][87.6 µM]	-9.9%[88.5 µM]
> Cc1noc2c(N(C)C)cc(-c3ccccc3)nc12
    ?	-3.8%[87.6 µM]	?	-5.3	7.6%[230 µM]	29.1%[87.6 µM]	i
> COc1ccc(CC(=O)N2CC(=O)N(c3ccc(Cl)cc3)CC2C)cc1 (centres undefined)
    ?	2.2%	-32.6%	26.4	12.9%	23.9%	-1.0%[11.5 µM]
> Cc1ccc(S(=O)(=O)N2CCCC(Cn3c(C4CC4)nc4cccnc43)C2)c(C)c1 (centres undefined)
    35.5µM*	-17.4%	?	1.0	13.8%	-23.9%	i
> Cc1ccc(S(=O)(=O)c2cn(Cc3ccc(F)cc3)c3cc(N4CCCC4)c(F)cc3c2=O)cc1
    .	5.0%	.	-0.3	.	6.5%	.
> O=C(C1CCN([S+](=O)([O-])c2cccs2)CC1)N1CCC(N2CCOCC2=O)CC1
    1.0%	2.2%	0.5%	1.7	.	0.1%	3.4%
> Cc1ccc(Nc2ccc(N3CCN(C(=O)c4ccc([N+](=O)[O-])cc4)CC3)nn2)cc1
    .	8.8%	.	39.2	.	9.5%	.
> CCOc1ccc(-c2cc3c(=O)n(CCNC(=O)c4cnccn4)ccn3n2)cc1
    -24.6%	0.4%	-10.9%	-10.3	?	100.7%[activator]	i
> O=C(Nc1ccc(Br)cc1F)c1cc(S(=O)(=O)NCc2ccc(F)cc2)ccc1F
    .	3.2%	.	-11.3	.	-6.7%	.
> COCCO[C@H]1C(=O)N(C2CCN(C(=O)c3ccncc3)CC2)[C@H]1c1ccncc1
    4.8%	-1.8%	-8.3%	14.0	-10.7%	-11.7%	i
> COc1cc2ncnc(Nc3ccc(F)c(Cl)c3)c2cc1O
    .	-1.0%	.	4.1	.	.	i
> Cn1ccnc1CN1C(=O)CO[C@H](c2ccc(NC(=O)c3ccc(C(F)(F)F)cc3)cc2)[C@H]1CO
    -25.7%	3.9%	-25.2%	-1.1	35.5µM*	?	?
> CCc1ccc(C(=O)NC2CCN(c3cc(-c4ccc(OC)cc4)[nH]n3)C2)cc1 (centres undefined)
    -22.7%	?	-5.7%	17.2	-11.0%	20.1%	-18.7%
> Cc1oc(-c2cccc(C(F)(F)F)c2)nc1CN(C)Cc1cnn(C)c1
    ?	-3.4%	-29.9%	-7.8	12.8%	?	-22.4%[11.5 µM]
> Cc1ccc(NC(=O)Nc2ccc(C)n(CC(=O)NC3CCCCC3)c2=O)cc1
    ?	-0.2%	?	-10.7	0.398µM*	-9.3%	-16.1%
> Cc1ccc(NC(=O)C2CCN(C(=O)c3ncn4c3COC(c3ccc(F)cc3)C4)CC2)cc1C (centres undefined)
    12.5%	-12.2%	i	-5.2	35.5µM*	33.4%[activator]	4.8%
> CC[C@H]1CN(C(=O)c2ccc(F)cc2)CC[C@H]1CC(=O)Nc1nccs1
    ?	-10.8%[87.6 µM]	?	2.9	-7.8%[172 µM]	-12.6%[87.6 µM]	-6.0%[88.5 µM]
> CC(C)CC(=O)Nc1ccc2c(c1)CCC(=O)N2CC(C)C
    ?	-1.2%	-21.5%	2.4	0.0%	0.7%	-20.9%
> Cc1ccc(Nc2ccnc(N3CCC(N[S+](=O)([O-])c4cccs4)CC3)n2)cc1
    22.4µM*	-10.1%	35.5µM*	-15.1	.	-9.1%	3.3%
> O=C(c1cnc(N2CCOCC2)c2ccccc12)N1CCN(c2ccccc2)CC1
    .	8.3%	.	-1.8	.	34.9%[activator]	.
> CC(=O)c1ccc(O)c(C(N)=O)c1
    .	1.3%[23.9 µM]	.	5.1	.	-9.1%[25.6 µM]	i
> COCCCNC(=O)c1cc(C2CC2)nc2c1c(C1CCCN1)nn2-c1ccccc1 (centres undefined)
    ?	-16.4%	?	7.9	.	?	i
> Cc1nn2c(c1-c1ccccc1Oc1ccccc1)N(C(=O)COc1ccccc1)CCC2
    79.4µM*	-4.2%[87.6 µM]	?	16.9	-8.1%[172 µM]	-12.2%[87.6 µM]	1.7%[88.5 µM]

Part of the list above in order of heavy-atom count, high to low:
The line under a structure holds: HEK293 tox	SNCA viab count	NIH3T3 tox	IP6K1 inhibitor	FLuc inh	SNCA expr inhib	GPT2 inh
> Cn1ccnc1CN1C(=O)CO[C@H](c2ccc(NC(=O)c3ccc(C(F)(F)F)cc3)cc2)[C@H]1CO
    -25.7%	3.9%	-25.2%	-1.1	35.5µM*	?	?
> Cc1ccc(S(=O)(=O)N2CCCC(Cn3c(C4CC4)nc4cccnc43)C2)c(C)c1 (centres undefined)
    35.5µM*	-17.4%	?	1.0	13.8%	-23.9%	i
> O=C(C1CCN([S+](=O)([O-])c2cccs2)CC1)N1CCC(N2CCOCC2=O)CC1
    1.0%	2.2%	0.5%	1.7	.	0.1%	3.4%
